OX1R antag-1: human HCRTR1 antagonism. O43613. CHO/OX1R cells, Fluo-8 calcium fluorescence, orexin A. inhibition, % at 5 µM. 0.43% of 330,000 active. AID 434989;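 active means inhibition above its plate's threshold, mean inhibition of all tested compounds on the plate plus 3 SD, cut at about 37% in these data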;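 further: 0% = orexin A challenge wells and 100% = SB-334867-A antagonist wells; not every result past the cut was called active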
Target sequence (O43613 whole entry, looked up): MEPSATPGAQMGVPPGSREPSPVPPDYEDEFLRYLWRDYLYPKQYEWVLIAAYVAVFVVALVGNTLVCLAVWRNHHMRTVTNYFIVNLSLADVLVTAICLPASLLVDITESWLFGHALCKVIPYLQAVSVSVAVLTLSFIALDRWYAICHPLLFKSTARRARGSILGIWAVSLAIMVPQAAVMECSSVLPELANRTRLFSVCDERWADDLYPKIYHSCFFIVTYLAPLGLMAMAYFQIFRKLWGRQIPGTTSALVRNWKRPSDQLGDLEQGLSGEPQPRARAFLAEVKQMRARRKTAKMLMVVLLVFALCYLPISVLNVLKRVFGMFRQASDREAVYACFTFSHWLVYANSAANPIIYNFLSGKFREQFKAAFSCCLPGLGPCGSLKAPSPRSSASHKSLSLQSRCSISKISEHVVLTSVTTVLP
STK33 kinase inh: blocks human STK33 kinase activity; purified STK33, MBP phosphorylation, ADP-Glo luminescence; inhibition, % at 10 µM; 0.073% of 320,000 active;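 active means inhibition at or above 25%, using the most active replicate where run in duplicate; inactive means inhibition below 25%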
Target sequence (Q9BYT3 whole entry, looked up): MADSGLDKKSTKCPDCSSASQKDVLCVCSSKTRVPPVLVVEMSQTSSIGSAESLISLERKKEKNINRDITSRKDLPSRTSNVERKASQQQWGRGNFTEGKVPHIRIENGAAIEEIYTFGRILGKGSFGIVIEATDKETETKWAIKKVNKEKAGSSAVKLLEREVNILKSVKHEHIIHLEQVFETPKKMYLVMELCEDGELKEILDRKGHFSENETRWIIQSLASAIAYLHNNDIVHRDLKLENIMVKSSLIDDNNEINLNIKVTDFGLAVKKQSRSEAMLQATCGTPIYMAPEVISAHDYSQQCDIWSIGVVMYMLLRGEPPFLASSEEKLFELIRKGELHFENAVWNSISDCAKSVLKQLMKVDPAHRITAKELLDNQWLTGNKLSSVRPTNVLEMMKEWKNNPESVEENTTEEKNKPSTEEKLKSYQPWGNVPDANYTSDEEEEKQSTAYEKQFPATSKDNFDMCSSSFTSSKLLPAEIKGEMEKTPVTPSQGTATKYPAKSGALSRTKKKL
OX1R antag-2: antagonists of human orexin 1 receptor (OX1R); O43613; OX1R-expressing cells, FRET antagonist read-out; inhibition, % at 6.6 µM; 1.8% of 330,000 active; AID 485270; in the data active means inhibition mostly above about 38%, no sharp cut-off; inactive means mostly below about 40%;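 further: 0% = agonist challenge alone and 100% = reference antagonist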
* marks the source's active call; other numbers are inactive results; . = not tested or not shown.

SMILES	OX1R antag-1	STK33 kinase inh	OX1R antag-2
Cc1cccc(NC(=O)Nc2ccc([N+](=O)[O-])cc2)n1	-2	0.9	1
O=C(NC1CCCCCC1)c1cc2ccccc2oc1=O	-33	-0.2	16
O=C(Nc1cccnc1)c1ccc(Br)c(S(=O)(=O)N2CCCC2)c1	-8	0.1	12
CCCCNCC1C(Oc2ccc(Cl)cc2)C(=O)N1c1ccccc1C (configuration not stated)	-13	0.9	11
Cc1cc(OCc2cc(C(=O)N(Cc3nccn3C)C(C)C)no2)cc(C)c1Cl	-22	-1.3	2
O=c1cc(-c2ccccc2Cl)oc2cccc(O)c12	-7	-0.2	7
CCOc1ccc(CCNC(=O)CN2C(=O)NC3(CCCCCC3)C2=O)cc1OCC	-21	-0.1	-1
CCOC(=O)c1c(C)[nH]c(C(=O)CSc2nnc(C3CC3)n2N)c1C	-27	-4.0	11
O=C(Nc1cccnc1)c1cnc2ccccc2n1	-7	-0.4	109*
N#CCc1c(C#N)c(N)nc(N2CCN(c3ccc(F)cc3)CC2)c1C#N	4	-0.4	4
COc1ccc2c(c1)SCC/C2=C\CN1C(=O)CCC1=O	-16	0.1	35
O=C(COC(=O)c1ccccc1NCCO)NCCC1=CCCCC1	-32	0.5	20
Cc1ccc(NC(=O)NCc2ccc3c(c2)OCO3)c(C)c1	-4	-1.3	18
Oc1ccccc1-c1nnc(COc2ccc(Cl)cc2Cl)o1	-35	1.9	15
O=C(NCc1ccccc1)C1=C[C@H](c2ccc(Br)cc2)C[C@H](OCc2ccc(CO)cc2)O1	-17	0.6	42
Cc1cc(N(C)C)nc(Nc2ccccc2)n1	-24	-0.1	5
S=C(NCCN1CCOCC1)N/N=C/c1c2ccccc2cc2ccccc12	-4	-2.5	43
Cc1ccc(S(=O)(=O)c2cc(N3CCOCC3)nc(-c3ccccc3)n2)cc1	-1	-0.7	2
CCCCCCCCN1[C@@H](CC(=O)O)c2ccc(C(F)(F)F)cc2S1(=O)=O	-8	-1.1	28
CC1Cc2ccccc2N1C(=O)COc1ccc2c(c1)OCO2 (configuration not stated)	-7	0.9	14
C[C@H](CO)N1C[C@H](C)[C@@H](CN(C)Cc2ccncc2)Oc2c(NS(=O)(=O)c3cn(C)cn3)cccc2C1=O	2	0.1	11
Cc1cccnc1Nc1nc(-c2ccccc2)cs1	-17	0.5	13
CN(Cc1ccccc1)C(=O)c1ccccc1NC(=O)c1ccccc1	-28	.	12
Cc1ccccc1C(=O)NC1CCN(C(=O)NC2CCCCC2)CC1	-13	-3.0	4
CC(C)Oc1ccc(S(=O)(=O)N2CCOCC2)cc1NC(=O)C(C)Oc1ccc(F)cc1 (configuration not stated)	-34	-0.5	21
Other entries
SMILES	OX1R antag-1	STK33 kinase inh	OX1R antag-2
O=C(CN(C(=O)CCC(=O)Nc1nccs1)c1ccc(F)c(Cl)c1)NCC1CCCO1 (configuration not stated)	-9	-1.6	15
COc1cc2c(cc1OC)C(c1cc(OC)c(OC)c(OC)c1)NCC2 (configuration not stated)	-18	-2.6	10
O=C(COC(=O)c1ccccc1C(=O)c1ccccc1)Nc1ccc(SC(F)F)cc1	-4	-1.1	11
Cc1ccc(-n2ncc3c(=O)[nH]c(SCC(=O)N4CCCCC4)nc32)cc1	-12	-3.2	3
CCOCCn1c(CN2CCN(c3ccc(OC)cc3)CC2)nc2c1c(=O)n(C)c(=O)n2C	-29	-1.7	5
Cc1ccnc(NC(=O)/C=C/c2ccccc2Cl)c1	-12	-0.2	27
CSCCC(NC(=O)c1ccc(Cl)cc1)C(=O)O (configuration not stated)	-3	0.3	5
Cc1cnc(C(=O)N2CCN(c3ccc(C(F)(F)F)cn3)CC2)cn1	-13	-0.4	6
Cc1c(NC(=O)c2c(NC(=O)CNC3CC3)sc3c2CCCC3)c(=O)n(-c2ccccc2)n1C	-19	-1.2	5
O=C(O)c1cc(S(=O)(=O)N2CCCCC2)ccc1N1CCOCC1	1	0.9	-2
O=C(Nc1ccc(NC(=O)c2cccs2)cn1)c1ccccc1	-28	0.9	16
CC1(C)C(=O)Nc2ccccc2N1C(=O)COC(=O)c1cccc(O)c1	16	-0.9	4
O=C(CCNc1cccc(Cl)c1)c1ccco1	-12	0.5	10
O=C1C2C3c4ccccc4C(c4ccccc43)[C@@H]2c2nc3ccccc3n21 (some centres not stated)	-32	-1.5	27
Cc1ccc(N2CCN(C3=NC(=O)/C(=C\c4cccs4)S3)CC2)cc1	-1	4.2	28
Cc1oc2c(c(C)cc3oc(=O)c(CC(=O)N[C@@H](CCCNC(N)=O)C(=O)O)c(C)c32)c1C	23	0.5	-2
CC(C)c1ccc(S(=O)(=O)Nc2ccc3c(c2)OCO3)cc1	-4	-1.7	1
CC(Oc1ccc(F)cc1)C(=O)Nc1ccccc1C(=O)NC1CC1 (configuration not stated)	-22	-3.1	11
CC(OC(=O)CN1C(=O)NC2(CCCC2)C1=O)C(=O)Nc1cccc(Cl)c1Cl (configuration not stated)	-32	0.0	4
COc1ccc(CNC(=O)N2CCN(c3cccc(C)c3C)CC2)cc1OC	-30	-2.1	7
Cc1nn(-c2ccccc2)c(C)c1NC(=O)COC(=O)c1ccccc1	-7	0.8	2
COc1ccc(NC(=O)NC2(C(=O)N3CCCC(C)C3)CCCCC2)cc1 (configuration not stated)	-9	-1.6	7
O=C(CNc1ccc2ccccc2c1)N/N=C/c1ccccn1	-16	-0.8	15
COc1ccccc1NC(=O)Nc1nn(C)c2cccc(OC)c12	-41	2.0	34
COCCOc1ccc(C(F)(F)F)cc1NC(=O)CN1C(=O)NC(C)(c2ccc3c(c2)OCO3)C1=O (configuration not stated)	-37	-0.3	14
Next part
SMILES	OX1R antag-1	STK33 kinase inh	OX1R antag-2
CCn1c(-c2ccc(OC)c(OC)c2)n[nH]c1=S	-6	-0.6	10
COC(=O)c1cc(=O)n(CCc2ccc(OC)cc2)c(=Nc2ccc(F)c(Cl)c2)s1	-40	-0.2	23
COCCn1c(-c2cccs2)csc1=Nc1cccnc1	-15	-0.5	19
NC(=O)c1cc(S(=O)(=O)N2CCCC2)ccc1OCCOc1ccccc1	-3	2.1	5
CCCOc1ccc(C(=O)N2CC3(CC(c4cccc(NC(=O)[C@@H]5CCC(=O)N5)c4)=NO3)C[C@H]2C(=O)NC2(C(N)=O)CC2)cc1 (some centres not stated)	5	-2.7	33
O=C(COc1ccc(Cl)cc1Cl)N/N=C/C1CC=CCC1 (configuration not stated)	-12	0.3	-3
COc1cc2cc(C#N)c(SCC(=O)N3CCOCC3)nc2cc1OC	-4	0.0	29
CC(=O)c1ccc(NC(=O)C2CCCN(S(=O)(=O)c3c(C)[nH]c(=O)[nH]c3=O)C2)cc1 (configuration not stated)	2	-0.2	11
CCOC(=O)C1CCCN(S(=O)(=O)c2ccc(Br)s2)C1 (configuration not stated)	3	0.1	15
COCc1cc(/C=N\NC(=O)Cc2ccc(OC)cc2)ccc1OC	-1	0.8	7
CCOC(=O)c1ccc(Nc2ncnc3ccccc23)cc1	-6	-1.6	19
COC(=O)c1ccccc1NC(=O)CSc1n[nH]c(-c2cccnc2)n1	-51	2.3	19
Cc1noc(C)c1COC(=O)c1ccc2c(c1)OCO2	-5	-2.0	6
Cc1ccc(C)c(-n2cc(-c3ccc(Cl)cc3)nc2SCC(=O)NC2CCS(=O)(=O)C2)c1 (configuration not stated)	-17	-1.5	22
CCCCN1C2=NCCCN2c2cc(C)c(C)cc21	-12	-1.9	6
CCOC(=O)CC1C(=O)NCCN1C(=O)NC1CCCCC1 (configuration not stated)	-15	-1.5	4
O=C1/C(=C\c2cccc(O)c2)SC(=S)N1Cc1ccccc1	-20	-0.7	8
Cc1cccc(NC(=O)c2ccc(S(=O)(=O)N3CCCCC3)cc2)c1	-11	-0.5	6
Brc1ccc(C2=Nc3ccccc3C(c3ccncc3)=NN2)cc1	-18	0.9	46
O=C(CSc1nnc(CNC(=O)c2ccc(F)cc2)o1)NCC1CCCO1 (configuration not stated)	-2	-1.2	2
C=CCC(O)c1c(-c2ccccc2)nn(C)c1Cl (configuration not stated)	-15	0.5	14
CCOC(=O)C(C)Sc1nc(=O)n2cccc(C)c2n1 (configuration not stated)	-17	-0.3	22
CCOC(=O)c1oc2c(CN3CCN(CCO)CC3)c(O)c(CC)cc2c(=O)c1-c1nc2ccccc2s1	-13	0.7	16
C/C(=N\NC(=O)c1ccc(N(C)C)cc1)c1cccnc1	5	-0.7	11
COc1ccc(-n2cnnc2SCC(=O)N(C)C2CCS(=O)(=O)C2)cc1 (configuration not stated)	-18	0.1	5

Reformatted: results already given
| mol | OX1R antag-1 | STK33 kinase inh | OX1R antag-2 |
| --- | --- | --- | --- |
| CCn1c(-c2ccc(OC)c(OC)c2)n[nH]c1=S | -6 | -0.6 | 10 |
| COC(=O)c1cc(=O)n(CCc2ccc(OC)cc2)c(=Nc2ccc(F)c(Cl)c2)s1 | -40 | -0.2 | 23 |
| COCCn1c(-c2cccs2)csc1=Nc1cccnc1 | -15 | -0.5 | 19 |
| NC(=O)c1cc(S(=O)(=O)N2CCCC2)ccc1OCCOc1ccccc1 | -3 | 2.1 | 5 |
| CCCOc1ccc(C(=O)N2CC3(CC(c4cccc(NC(=O)[C@@H]5CCC(=O)N5)c4)=NO3)C[C@H]2C(=O)NC2(C(N)=O)CC2)cc1 (some centres not stated) | 5 | -2.7 | 33 |
| O=C(COc1ccc(Cl)cc1Cl)N/N=C/C1CC=CCC1 (configuration not stated) | -12 | 0.3 | -3 |
| COc1cc2cc(C#N)c(SCC(=O)N3CCOCC3)nc2cc1OC | -4 | 0.0 | 29 |
| CC(=O)c1ccc(NC(=O)C2CCCN(S(=O)(=O)c3c(C)[nH]c(=O)[nH]c3=O)C2)cc1 (configuration not stated) | 2 | -0.2 | 11 |
| CCOC(=O)C1CCCN(S(=O)(=O)c2ccc(Br)s2)C1 (configuration not stated) | 3 | 0.1 | 15 |
| COCc1cc(/C=N\NC(=O)Cc2ccc(OC)cc2)ccc1OC | -1 | 0.8 | 7 |
| CCOC(=O)c1ccc(Nc2ncnc3ccccc23)cc1 | -6 | -1.6 | 19 |
| COC(=O)c1ccccc1NC(=O)CSc1n[nH]c(-c2cccnc2)n1 | -51 | 2.3 | 19 |
| Cc1noc(C)c1COC(=O)c1ccc2c(c1)OCO2 | -5 | -2.0 | 6 |
| Cc1ccc(C)c(-n2cc(-c3ccc(Cl)cc3)nc2SCC(=O)NC2CCS(=O)(=O)C2)c1 (configuration not stated) | -17 | -1.5 | 22 |
| CCCCN1C2=NCCCN2c2cc(C)c(C)cc21 | -12 | -1.9 | 6 |
| CCOC(=O)CC1C(=O)NCCN1C(=O)NC1CCCCC1 (configuration not stated) | -15 | -1.5 | 4 |
| O=C1/C(=C\c2cccc(O)c2)SC(=S)N1Cc1ccccc1 | -20 | -0.7 | 8 |
| Cc1cccc(NC(=O)c2ccc(S(=O)(=O)N3CCCCC3)cc2)c1 | -11 | -0.5 | 6 |

The listing continues:
SMILES	OX1R antag-1	STK33 kinase inh	OX1R antag-2
O=C(CS(=O)(=O)c1cccc(Cl)c1)Nc1ccccc1Cl	-13	0.6	17
O=[N+]([O-])c1cc(C=Nc2cccc3c(O)cccc23)ccc1Cl	-13	-1.2	43
O=[N+]([O-])c1cc(Cl)ccc1N1CCN(c2ccccc2O)CC1	-12	-1.6	37
O=C(CNc1ccccc1Cl)c1ccc(Br)cc1	-17	-17	-9
COCCn1c(SCC(=O)NN2C(=O)NC(C)(c3ccccc3)C2=O)nnc1-c1ccncc1 (configuration not stated)	12	-3.3	1
O=C(c1ccc(NS(=O)(=O)c2cccc([N+](=O)[O-])c2)cc1)N1CCN(C(=O)c2ccco2)CC1	-11	-0.4	11
C/C=C(\C)C(=O)NCCN1C2=NC[C@H](C(C)C)N2C[C@@H]1Cc1ccc(OC)cc1	-27	0.1	23
CC(C)CCN1CCN(C2CCN(c3ccccc3)CC2)CC1CCO (configuration not stated)	-8	-0.8	9
CC(C)c1nnc(NC(=O)CCCCCN2C(=O)C3C4C=CC(C4)C3C2=O)s1 (configuration not stated)	-29	-1.2	2

Complete entries, quoted from the list.
CC(C)CCN1CCN(C2CCN(c3ccccc3)CC2)CC1CCO (configuration not stated) is listed with OX1R antag-1: -8; STK33 kinase inh: -0.8; OX1R antag-2: 9
COCCn1c(SCC(=O)NN2C(=O)NC(C)(c3ccccc3)C2=O)nnc1-c1ccncc1 (configuration not stated) is listed with OX1R antag-1: 12; STK33 kinase inh: -3.3; OX1R antag-2: 1

Source: PubChem
